RXFP1 agonist: agonists of human relaxin receptor RXFP1 | Q9HBX9 | HEK293T-RXFP1 cAMP TR-FRET, 30 min; response scale: percent of porcine relaxin response, buffer zero | Potency, µM (top dose mostly 57.5 µM), without a hit: at the highest dose activation, usual class: activators | hit rate 0.3% among 370,000 | AID 2676; active = well fitted activation curve with a large enough effect; inconclusive = small, poorly fitted or top-dose-only effect; also: potency is read from the fitted curve at half-maximal effect; % is scaled to controls: 0 for no effect and ±100 for the full control effect; nearly all actives have a fitted effect of over 60% in size; many of its hits are not listed in these tables
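HEK293 cells stably expressing RXFP1, treated 30 min at 37C with compounds plus PDE4 inhibitor Ro 20174; cAMP measured by HTRF TR-FRET. Normalized to buffer and 29 nM porcine relaxin; EC50 by Hill fit.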
D2 PAM: positive allosteric modulators of human D2 dopamine receptor | potentiation, % at 10 µM | HEK293 T-REx D2, calcium flux, EC20 dopamine potentiation | P14416 | hit rate 0.34% among 340,000 | AID 485347;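 active = potentiation over 3 SD above the plate norm, cut at about 30% in these data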; also: 0% is about no effect
Target sequence (P14416 whole entry, looked up): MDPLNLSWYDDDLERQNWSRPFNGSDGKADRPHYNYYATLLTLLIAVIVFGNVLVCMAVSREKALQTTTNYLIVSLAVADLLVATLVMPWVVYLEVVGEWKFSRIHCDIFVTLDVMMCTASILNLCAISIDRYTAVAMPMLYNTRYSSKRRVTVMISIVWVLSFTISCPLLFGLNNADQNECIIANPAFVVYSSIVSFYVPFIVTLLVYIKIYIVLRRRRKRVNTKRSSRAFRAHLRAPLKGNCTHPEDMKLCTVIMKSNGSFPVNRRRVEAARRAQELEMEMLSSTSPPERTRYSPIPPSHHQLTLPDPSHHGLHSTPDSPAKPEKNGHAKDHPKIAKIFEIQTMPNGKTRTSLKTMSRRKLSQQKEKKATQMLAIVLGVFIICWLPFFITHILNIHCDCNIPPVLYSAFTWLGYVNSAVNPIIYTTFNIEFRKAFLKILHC
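Using a no-wash calcium dye in inducible, force-coupled HEK293 Trex cells expressing D2, we tracked fluorescence each second for 180 s after compound, then for 180 s after EC20 dopamine to detect augmented signalling.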
RXFP1 antag: antagonists of human relaxin receptor RXFP1; HEK293-RXFP1, relaxin-stimulated cAMP HTRF, 30 min; hits give low values; Q9HBX9; hit rate 0.59% among 350,000; activity change, negative = inhibition, % at 57.5 µM;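 active = activity change of -60% or lower, but not beyond a set lower limit; inconclusive = change between -60% and -40%, or beyond the set limit; inactive = change above -40%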; also: % is scaled to controls: 0 for no effect and ±100 for the full control effect
D1 PAM: human D1 dopamine receptor positive modulation. HEK293 TREx D1 cells, calcium flux, dopamine EC20 potentiation. potentiation, % at 10 µM. hit rate 0.036% among 360,000. AID 504651; in the data active = potentiation above about 30%; also: 0% is about no effect
Target sequence (P21728 whole entry, looked up): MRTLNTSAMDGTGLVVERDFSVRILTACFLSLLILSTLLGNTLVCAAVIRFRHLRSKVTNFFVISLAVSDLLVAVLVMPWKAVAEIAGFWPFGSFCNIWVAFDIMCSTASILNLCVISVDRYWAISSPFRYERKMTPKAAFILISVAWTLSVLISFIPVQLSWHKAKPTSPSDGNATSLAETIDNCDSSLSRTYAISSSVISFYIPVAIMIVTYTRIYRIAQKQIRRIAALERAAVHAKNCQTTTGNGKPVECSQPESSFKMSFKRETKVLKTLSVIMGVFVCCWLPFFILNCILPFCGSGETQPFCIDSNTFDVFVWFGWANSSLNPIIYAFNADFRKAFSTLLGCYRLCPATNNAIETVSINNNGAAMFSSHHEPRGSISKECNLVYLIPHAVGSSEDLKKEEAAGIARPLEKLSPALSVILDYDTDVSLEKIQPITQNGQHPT
TRHR enhancer: allosterically enhances the human TRH receptor; enhancement, % at 2 µM; P34981; hit rate 0.66% among 360,000; TRHR cells, fluo-8 calcium fluorescence, EC20 TRH enhancement; in the data active = enhancement above about 30%; also: 0% is about no effect
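Enhancer read-out: after compound pinning and an initial kinetic agonist-mode read, an EC20 of TRH (10 nM final) was injected and fluo-8 calcium signal (Ex 480/Em 530) followed at 1 s/cycle for 100 cycles in TRHR-expressing cells.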
D2 antagonist: D2 dopamine receptor (human) antagonism; P14416; HEK293 TREx D2 cells, calcium flux, dopamine EC80; inhibition, % at 10 µM; hit rate 2% among 340,000; AID 485344; in the data active = inhibition above about 30%; also: 0% is about no effect
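Calcium flux kinetic readout in an inducible HEK293 TREx D2 line plated overnight at 30 C. After 180 s compound exposure, an EC80 dopamine challenge follows with another 180 s kinetic read to detect antagonism.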
D1 antagonist: human D1 dopamine receptor antagonism; P21728; hit rate 3.2% among 360,000; activity change, negative = inhibition, % at 10 µM; HEK293 TREx D1 cells, calcium flux, dopamine EC80; hits give low values; in the data active = activity change below about -30%; also: % is scaled to controls: 0 for no effect and ±100 for the full control effect
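Compound effects on dopamine-evoked calcium signalling were measured in tetracycline-induced HEK293 Trex D1 cells. Dopamine at EC80 followed a 180 s compound pre-read, and fluorescence was tracked kinetically for 180 s more.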
D1 agonist: human D1 receptor agonism; HEK293 T-REx D1 cells, calcium flux, agonist mode; activation, % at 2 µM; hit rate 1% among 360,000; AID 504660; in the data active = activation above about 30%; also: 0% is about no effect
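Tetracycline-induced HEK293 TREx D1 cells, force-coupled to calcium signalling, were dye-loaded with a no-wash calcium kit. Compound was pin-added after a 10 s baseline. Fluorescence was read kinetically at 1 cycle/s for 180 s, with calcium rises flagged as agonism.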
D2 agonist: D2 dopamine receptor (human) agonism | activation, % at 2 µM | P14416 | HEK293 T-REx D2 cells, calcium flux agonist mode | AID 485358 | hit rate 0.53% among 340,000;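 active = activation over 3 SD above normal in the single-dose calcium agonist read, cut at about 30% in these data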; also: 0% is about no effect
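Agonism scored from kinetic calcium signal (1 read/sec, 180 s) following compound pin transfer, after a 10 s baseline. Cells: HEK293 Trex line expressing inducible D2 receptor coupled to calcium, dye-loaded after overnight culture at 30 C.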
An asterisk follows results filed as active; ? = inconclusive; nt = no result given. This is a subset; the hit share may differ from the screen's.

compound,RXFP1 agonist,D2 PAM,RXFP1 antag,D1 PAM,TRHR enhancer,D2 antagonist,D1 antagonist,D1 agonist,D2 agonist
CC(NC(=O)CN(C)CC(=O)Nc1ccc(F)c(F)c1F)c1ccccc1 (stereo not drawn),1.2%,1.8,-7.7,4.5,3.7,49.4*,6.2,0.7,1.8
COc1ccccc1C1=NOC(Cn2c(=O)c3c(ncn3C)n(C)c2=O)C1 (stereo not drawn),5.8%,5.0,4.5,0.4,1.3,3.0,-2.9,2.5,0.8
CC(C)(C)c1ccc(/C=C/C(=O)NCCCN2CCOCC2)cc1,-0.6%,-4.0,-18.7,0.2,-5.6,6.7,16.9,6.0,-1.2
CCn1c(CNC(=O)c2ccccc2F)nnc1SCCOc1ccccc1,1.3%,0.8,-2.5,-1.3,1.6,2.9,-9.5,0.1,0.8
CCOC(=O)c1[nH]c2ccccc2c1NC(=O)c1ccc(S(=O)(=O)N2CCOCC2)cc1,0.9%,0.7,nt,-2.9,-4.0,-2.4,-14.7,-2.3,0.5
CCN1CCN(c2cc(C)c3cc(NC(=O)/C=C/c4cccc(Cl)c4)ccc3n2)CC1,-1.2%,23.1,7.7,-1.2,3.8,nt,-35.7*,10.1,-0.2
CCCCC(=O)Nc1ccc(OCc2cc(=O)n3ccc(C)cc3n2)cc1,4.2%,-3.2,-4.0,-1.1,-2.3,nt,0.1,0.0,0.7
CCC(C)[C@H](NS(=O)(=O)c1ccc(C)cc1)C(=O)N1CCC(C(=O)N2CCC(C(N)=O)CC2)CC1 (stereo partly drawn),-0.1%,8.4,nt,-5.0,-1.8,-10.3,8.1,0.8,0.8
O=C(O)c1cc(-c2ccc(Br)s2)nc2ccccc12,2.82µM*,4.5,-6.1,2.2,1.8,3.4,-0.1,1.6,-1.7
CCOc1ccc(S(=O)(=O)Nc2cccc(C(=O)NCCCN3CCCC3=O)c2)cc1,0.5%,-10.7,5.6,-5.1,-4.9,6.0,-6.4,0.1,-0.1

Further results follow.
compound,RXFP1 agonist,D2 PAM,RXFP1 antag,D1 PAM,TRHR enhancer,D2 antagonist,D1 antagonist,D1 agonist,D2 agonist
CC(Oc1ccc(Cl)cc1)C(=O)/C=C/N(C)C (stereo not drawn),0.5%,0.5,-1.3,5.0,-1.2,-13.2,-4.5,2.3,0.1
CCCCn1c(N)c(N(CCOC)C(=O)c2ccc(OCc3c(C)noc3C)cc2)c(=O)[nH]c1=O,-0.8%,nt,-14.6,-3.1,3.7,nt,5.9,0.4,nt
COc1ccc(N2CC(O)=C(c3nc4ccccc4s3)C2=N)cc1,27.5%,8.0,-6.6,-6.1,-4.3,4.2,13.2,4.4,-2.4
O=C(NCc1ccccc1Cl)c1cc2ccccc2oc1=O,0.9%,0.6,-5.8,-3.4,-1.0,-5.3,14.5,0.3,0.8
CCc1cc(-c2n[nH]c(C)c2-c2nc3ccccc3n2C)c(O)cc1O,2.6%,-2.9,6.6,-0.4,-7.9,4.6,3.9,-0.2,0.0
O=C(NC1CCCC1)C(c1cccs1)N(Cc1ccco1)C(=O)c1csnn1 (stereo not drawn),-0.9%,21.1,1.6,9.1,-1.3,5.1,-2.2,0.7,-0.3
Cc1cc(/C=C2\SC(=O)N(CC(=O)Nc3ccccc3F)C2=O)c(C)n1C,-0.1%,5.7,-20.7,0.3,-1.3,-2.4,29.0,2.9,-0.1
Cc1cccc(OCC(=O)Nc2ccc(C(=O)NCC(C)C)cc2)c1,0.3%,15.8,-7.8,-2.2,-3.9,-22.4,-9.9,0.5,-1.1
Cc1ccc(NC(=O)/C(C#N)=C/c2ccc(C(C)C)cc2)cc1C,0.3%,-0.4,-2.4,1.4,-0.7,nt,6.5,4.2,-0.2
O=C(Cc1cccc(C(F)(F)F)c1)NCc1ccc(Cl)cc1Cl,0.2%,-5.5,-19.1,-2.6,-9.2,5.4,2.6,5.4,0.9

Individual results from above.
Reading for Cc1cccc(OCC(=O)Nc2ccc(C(=O)NCC(C)C)cc2)c1 under D2 PAM: 15.8
Reading for Cc1cc(/C=C2\SC(=O)N(CC(=O)Nc3ccccc3F)C2=O)c(C)n1C under RXFP1 agonist: -0.1%

(list continues)
compound,RXFP1 agonist,D2 PAM,RXFP1 antag,D1 PAM,TRHR enhancer,D2 antagonist,D1 antagonist,D1 agonist,D2 agonist
Cc1csc(N2CCN(c3cc4c(cc3Cl)nc(-c3ccncc3)n4CCCN3CCCC3)CC2)n1,2.6%,-1.0,nt,-1.0,-1.7,13.6,-11.3,2.2,-0.2
C/C(=N\NC(=O)Cc1ccc(Cl)cc1)c1ccc(F)cc1,0.8%,-9.8,12.6,-0.1,-2.4,-9.1,-17.2,5.2,-0.8
Cc1ccc(NC(=O)c2nnn(-c3cccc(C(F)(F)F)c3)c2N)cc1,7.1%,-3.1,-5.8,-2.4,-4.0,1.4,8.9,-0.4,0.5
Cc1ccc(S(=O)(=O)CC(c2ccccc2)N2CCOCC2)cc1 (stereo not drawn),1.7%,2.6,-16.5,-0.6,-0.6,-16.4,-2.1,1.1,-1.0
N#Cc1cccc(NC(=O)CN2CCN(Cc3ccccc3)CC2)c1,1.6%,-2.8,-3.4,-5.5,4.5,-12.5,-23.1,0.5,0.5
O=C(c1ccc(F)cc1)C1CCN(S(=O)(=O)c2ccccc2)CC1,-1.5%,13.9,22.8,-5.3,-1.7,-4.3,-7.5,4.8,0.4
CCCCNC(=O)c1ccc2c(c1)N=C(CC)c1ccccc1S2,-1.0%,3.1,-11.0,-0.1,1.6,nt,-14.8,1.6,0.3
CC(=O)c1sc(NC(=O)C2CCN(c3ncnc4sc(C)c(C)c34)CC2)nc1-c1ccccc1,7.0%,11.0,-8.2,-2.3,-2.8,-7.6,16.5,-0.3,-1.1
Cc1nc(-n2cc(F)c(=O)[nH]c2=O)c2nc(C)oc2n1,1.1%,20.2,-2.5,4.5,14.4,4.2,-8.7,2.3,1.6
CCCCn1c(N)c(N(CC(C)C)C(=O)CCC2CCCCC2)c(=O)[nH]c1=O,-1.1%,-3.8,-20.3,-1.1,-8.1,-14.7,-12.5,5.2,0.0

3 compounds already listed, ordered by the number in D1 PAM, ascending.
canonical_smiles | D2 PAM | RXFP1 antag | D1 PAM | TRHR enhancer | D2 antagonist | D1 antagonist | D1 agonist
O=C(c1ccc(F)cc1)C1CCN(S(=O)(=O)c2ccccc2)CC1 | 13.9 | 22.8 | -5.3 | -1.7 | -4.3 | -7.5 | 4.8
CC(=O)c1sc(NC(=O)C2CCN(c3ncnc4sc(C)c(C)c34)CC2)nc1-c1ccccc1 | 11.0 | -8.2 | -2.3 | -2.8 | -7.6 | 16.5 | -0.3
CCCCNC(=O)c1ccc2c(c1)N=C(CC)c1ccccc1S2 | 3.1 | -11.0 | -0.1 | 1.6 | nt | -14.8 | 1.6

Going on with the list.
compound,RXFP1 agonist,D2 PAM,RXFP1 antag,D1 PAM,TRHR enhancer,D2 antagonist,D1 antagonist,D1 agonist,D2 agonist
CCOc1ccccc1-c1noc(CCCC(=O)NC2CCCCC2)n1,0.6%,0.9,3.3,nt,4.7,15.3,-2.0,-0.6,0.1
C=CCc1cc(/C=C2/NC(=O)N(CC)C2=O)cc(OCC)c1OCc1ccc(C(=O)O)cc1,1.1%,2.2,4.1,-3.6,4.7,11.2,-6.3,0.3,-2.5
COc1cccc(/C=N/NC(=O)CNC(=O)COc2cccc(C)c2)c1O,-0.6%,-6.3,2.7,-2.0,-3.8,-11.0,-14.2,3.6,-1.0
O=C(CSc1nnc(Cn2nnc3ccccc32)o1)Nc1cccc(Cl)c1,-1.9%,5.0,0.9,-4.3,8.2,-0.3,-7.2,4.8,-0.3
Cc1cc(Cl)c(S(=O)(=O)N2CCN(c3ccccn3)CC2)cc1OCC(=O)NC1CCCCC1,-2.2%,5.0,-0.3,0.3,-3.1,-14.8,-1.5,2.4,0.2
CCCCn1c(=O)cc(N2CCOCC2)[nH]c1=O,0.3%,-2.5,1.9,-7.3,-8.3,5.8,-46.4*,2.6,0.1
CCOc1ccccc1N1CCN(Cc2cn[nH]c2-c2ccc(F)cc2)CC1,-0.2%,-22.4,-20.2,4.5,3.3,80.9*,57.5,42.8*,22.1
COc1ccc(NC(=O)CC2C(=O)NCCN2C(=O)Nc2ccc(C(F)(F)F)cc2)cc1 (stereo not drawn),-0.3%,9.2,-19.2,-6.8,-3.4,-10.0,10.4,0.6,0.3
COc1ccccc1N1CCN(C(CNS(=O)(=O)c2ccccc2)c2ccccc2)CC1 (stereo not drawn),-0.5%,-15.1,?,0.9,-8.9,19.8,-13.2,1.3,7.3
O=C(N/N=C/c1ccco1)c1cnccn1,-2.6%,1.9,7.1,-1.9,-9.6,10.1,12.2,1.9,-0.8

Going on with the list.
compound,RXFP1 agonist,D2 PAM,RXFP1 antag,D1 PAM,TRHR enhancer,D2 antagonist,D1 antagonist,D1 agonist,D2 agonist
Cc1cc(C)c2nc(SC(C)C#N)cc(C)c2c1 (stereo not drawn),0.1%,3.1,-0.9,10.8,1.3,8.9,3.1,4.1,1.1
Cc1ccc(C2=NS(=O)(=O)N(C)C(C(=O)NCc3ccc4c(c3)OCO4)=C2)cc1,2.6%,-8.1,-2.9,-5.9,0.8,-12.0,-5.1,2.8,-0.6
CN(c1ccccc1C(=O)Nc1ccc2c(c1)OCO2)S(C)(=O)=O,-2.2%,37.6*,-4.9,-4.0,-1.4,-10.9,5.6,1.6,-0.4
COC(=O)c1ccc(C(=O)OC)c(NC(=O)c2cccnc2)c1,12.4%,13.5,0.0,1.7,0.3,-10.6,3.6,2.1,1.7
CC(=O)c1cc2c(cc1NC(=O)CN1Cc3ccccc3C1=O)OCO2,4.5%,-11.4,13.3,4.6,7.9,-3.6,-9.7,6.5,0.2
Cc1ccc(C(=O)NCCSc2c(C)[nH]c3ccccc23)cc1[N+](=O)[O-],1.8%,-2.5,-29.8,-11.1,-1.6,-20.1,-69.7*,-0.4,-0.1
COc1ccc(CNC(=O)CN2C(=O)c3cccnc3Oc3ccc(C)cc32)cc1,-0.8%,7.9,-19.5,0.4,9.2,nt,-10.0,-0.9,-0.6
O=C(COC(=O)CNS(=O)(=O)c1ccc(F)c(F)c1F)NC1CC1,0.7%,15.6,-4.6,-6.2,1.9,-11.8,-6.9,0.8,-1.3

Screens (PubChem BioAssay)
